Screening results (PubChem BioAssay)
Rpn11 inh: blocks the human proteasome subunit Rpn11. O00487. actives 0.59% (n = 360,000). calls only at 20 µM. human 26S proteasome, Ub4-pepOG fluorescence polarization; 20S core pre-blocked with epoxomicin. AID 588493;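 active = inhibition at 20 µM, scaled to each plate's controls, above about 33%, limit read from the data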
Target sequence (O00487 whole entry, looked up): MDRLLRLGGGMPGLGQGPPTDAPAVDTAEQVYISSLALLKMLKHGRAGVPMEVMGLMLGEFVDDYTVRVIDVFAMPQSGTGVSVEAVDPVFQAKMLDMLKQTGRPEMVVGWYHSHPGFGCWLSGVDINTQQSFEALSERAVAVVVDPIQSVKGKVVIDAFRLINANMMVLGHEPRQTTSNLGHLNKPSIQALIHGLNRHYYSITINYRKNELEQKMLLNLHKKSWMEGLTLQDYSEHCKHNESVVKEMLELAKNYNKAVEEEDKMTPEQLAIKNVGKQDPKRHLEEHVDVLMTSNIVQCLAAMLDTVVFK
Scp-1 inhibitor: inhibitors of human Scp-1 phosphatase; Q9GZU7; Recombinant Scp1, phosphopeptide, malachite green phosphate absorbance; inhibition, % at 20 µM; actives 0.88% (n = 340,000); AID 493091;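 active = inhibition above about 50% at 20 µM, limit read from the data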;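 also: plate controls were DMSO wells with enzyme for no effect and wells lacking enzyme for full effect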
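System: SCP-1 catalytic domain; Reagent: Phospho 17-mer peptide substrate; Doses: one concentration, 20 µM, with 1.0% DMSO; Incubation: 45 min room-temperature reaction, 5 min colour, 30 min stabiliser; Signal: Phosphate-binding colour reagent, absorbance read at 630 nm.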
LMPTP inh: LMPTP (human) inhibition | P24666 | recombinant LMPTP-A, OMFP fluorogenic substrate, fluorescence intensity | inhibition, % at 20 µM | actives 0.22% (n = 360,000) | AID 651560;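 active = compounds that cut the enzyme signal by at least half of the control window in the single-dose screen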;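 also: plate controls were DMSO wells with enzyme plus substrate for no effect and substrate without enzyme for full effect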
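Test system: LMPTP-A phosphatase enzyme; input: 0.625 nM LMPTP-A final; reagent: OMFP substrate, 400 µM final; compound dosing: 20 µM single dose, 3% DMSO; incubation: 50 min dark incubation at room temperature; measured by: endpoint fluorescence intensity from OMFP dephosphorylation; measure: % inhibition relative to no-enzyme and uninhibited control wells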
NadD inh: inhibitors of Staphylococcus aureus NadD; purified NadD enzyme, colorimetric absorbance read-out; inhibition, % at 20 µM; actives 0.78% (n = 360,000); AID 602399; in the data active = inhibition above about 26%; also: some compounds past the cut are filed as inactive
SUMO1 PPI mod: SUMO1-SIM interaction modulation. inhibition, % at 20 µM. actives 0.33% (n = 360,000). AID 602429. SUMO1 binding to a labelled peptide, TR-FRET, 1 h; in the data active = inhibition above about 37%
Target sequence (P63165 whole entry, looked up): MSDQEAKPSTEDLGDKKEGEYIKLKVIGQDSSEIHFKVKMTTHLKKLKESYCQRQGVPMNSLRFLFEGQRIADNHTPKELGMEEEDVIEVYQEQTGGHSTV
MsrA inhibitor: inhibitors of bovine MsrA. purified bovine MsrA, absorbance read-out. inhibition, % at 15.5 µM. AID 651718. actives 0.75% (n = 360,000); in the data active = inhibition above about 4.5%;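 also: 0% = vehicle wells with enzyme and 100% = reference inhibitor wells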
STEP inh: inhibitors of human striatal-enriched phosphatase STEP. P54829. recombinant STEP, OMFP fluorogenic substrate, fluorescence. inhibition, % at 20 µM. actives 0.25% (n = 360,000). AID 588621;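 active = inhibition at 20 µM, scaled per plate between control wells, above about 37%, limit read from the data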;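 also: 0% = DMSO with enzyme and substrate and 100% = substrate only without enzyme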
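Measure: Control-normalized % inhibition with plate pattern correction | Test system: STEP phosphatase, cell-free reaction | Medium: pH 6.0 Bis-Tris with DTT and Tween 20 | Technique: Fluorescence, 480/540 nm | Times: Reaction 20 min, ambient temperature | Doses: Single compound dose of 20 µM, 1% DMSO final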
TbMetRS inhib: Trypanosoma brucei MetRS inhibition | purified T. brucei MetRS, ATP depletion, Kinase-Glo luminescence | inhibition, % at 11.9 µM | actives 0.4% (n = 360,000);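 active = inhibition above a per-plate cutoff of the control wells' mean inhibition plus 3 SD, cut at about 5.5% in these data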;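 also: 0% = DMSO wells median and 100% = median of wells with control inhibitor compound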
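technique = Kinase-Glo luminescence, ATP depletion format | system = purified MetRS (methionyl-tRNA synthetase) enzyme from Trypanosoma brucei | timing = 15 min preincubation, 2 h reaction, all 25 °C | evaluation = percent inhibition versus plate control medians | dosing = single dose, 11.9 µM final nominal, 0.9% final DMSO | also added = substrates ATP, L-methionine and bulk Escherichia coli tRNA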
CSN inh: inhibitors of human CSN-mediated cullin deneddylation. Purified CSN, SCF-Nedd8-OG deneddylation, fluorescence polarization. inhibition, % at 12.5 µM. actives 0.38% (n = 360,000);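 active = pattern-corrected inhibition above about 35%, with an unprinted fluorescence ratio check between 0.5 and 1.5, limit read from the data, passing the limit was not always enough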;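 also: 0% = enzyme with substrate and 100% = substrate without enzyme; some results filed as inactive read as strong as hits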
Target sequence (Q92905 whole entry, looked up, one chain of several): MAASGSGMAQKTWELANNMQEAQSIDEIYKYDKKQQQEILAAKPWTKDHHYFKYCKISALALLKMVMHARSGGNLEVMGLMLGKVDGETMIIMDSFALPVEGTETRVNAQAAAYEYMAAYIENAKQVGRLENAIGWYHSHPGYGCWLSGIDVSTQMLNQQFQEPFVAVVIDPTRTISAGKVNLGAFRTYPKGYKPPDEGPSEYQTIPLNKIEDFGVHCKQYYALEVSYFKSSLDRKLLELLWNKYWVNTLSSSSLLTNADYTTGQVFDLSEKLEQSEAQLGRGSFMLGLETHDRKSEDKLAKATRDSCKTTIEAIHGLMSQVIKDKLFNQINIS
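Test system: purified human Csn5 enzyme expressed in HEK293T cells. Amount: 0.24 nM enzyme. Reagent: SCFSkp2-Nedd8OG substrate at 10 nM final. Schedule: 90 min incubation of compound, enzyme and substrate at room temperature. Detection: fluorescence polarization. Read-out: % inhibition of substrate cleavage by Csn5.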
DNMT1 inh: DNMT1 (human) enzyme inhibition | P26358 | DNMT1 molecular beacon, Hinp1I cleavage, fluorescence | inhibition (reported as % activation of signal), % at 10 µM | actives 0.83% (n = 360,000) | AID 588458; in the data active = inhibition above about 50%
* marks the source's active call; other numbers are inactive results; i = inactive; nt = no result given.

SMILES | Rpn11 inh | Scp-1 inhibitor | LMPTP inh | NadD inh | SUMO1 PPI mod | MsrA inhibitor | STEP inh | TbMetRS inhib | CSN inh | DNMT1 inh
O=c1[nH]c(=O)n(Cc2ccco2)c(O)c1C=NCCCn1ccnc1 | i | 6 | -0.9 | -6 | 2 | 0.6 | -6 | -1.0 | 5 | 3
Cn1cc(C(=O)NCc2ccccc2)c2ccccc21 | i | -5 | -1.1 | 0 | -3 | -1.3 | 0 | 0.2 | -2 | -2
COc1cc2c(C(=O)N3CCN(C)CC3)c(C)n(C)c2cc1Br | i | -6 | -0.4 | 0 | 2 | 0.8 | -3 | -0.8 | -10 | -1
C[C@@H]1CN([C@@H](C)CO)C(=O)CCCn2nncc2CO[C@H]1CN(C)C(=O)Oc1ccc2ccccc2c1 | i | nt | -2.7 | -1 | -1 | 1.1 | -3 | -1.4 | 4 | 6
Oc1cc2c(cc1CN1CCN(c3ccccc3F)CC1)OCO2 | i | -3 | 0.4 | -3 | -1 | -0.6 | 1 | -0.7 | -1 | 2
CC12CCC3C(CCCC4CC(=O)CCC43C)C1CCC2O (stereo not drawn) | i | -8 | -0.9 | -3 | -2 | -0.2 | 2 | -0.3 | -5 | -1
CCC(=O)c1cn(Cc2ccc(C#N)cc2)c2ccccc12 | i | -6 | 1.3 | -8 | -1 | 1.0 | 0 | -0.3 | -2 | -1
CCCn1c(C(=O)c2ccccc2OC)nc2ccccc21 | i | -4 | -1.1 | -7 | -1 | 3.2 | -2 | 0.3 | -4 | -2
Cc1cc(OC(C)C(=O)NCC2CCC(C(=O)O)CC2)c2c3c(c(=O)oc2c1)CCC3 (stereo not drawn) | i | -8 | 0.0 | 3 | -2 | 1.3 | 1 | -0.2 | 0 | 0
CCOc1cccc(CNC2CN3CCC2CC3)c1 (stereo not drawn) | i | -4 | -3.0 | -3 | -2 | 1.4 | 0 | -0.5 | -5 | -6

Whole records, looked up by structure. Values in the order: Rpn11 inh	Scp-1 inhibitor	LMPTP inh	NadD inh	SUMO1 PPI mod	MsrA inhibitor	STEP inh	TbMetRS inhib	CSN inh	DNMT1 inh
Profile of C[C@@H]1CN([C@@H](C)CO)C(=O)CCCn2nncc2CO[C@H]1CN(C)C(=O)Oc1ccc2ccccc2c1 : i	nt	-2.7	-1	-1	1.1	-3	-1.4	4	6
Profile of Cc1cc(OC(C)C(=O)NCC2CCC(C(=O)O)CC2)c2c3c(c(=O)oc2c1)CCC3 (stereo not drawn) : i	-8	0.0	3	-2	1.3	1	-0.2	0	0
Profile of CCOc1cccc(CNC2CN3CCC2CC3)c1 (stereo not drawn) : i	-4	-3.0	-3	-2	1.4	0	-0.5	-5	-6
Profile of CCC(=O)c1cn(Cc2ccc(C#N)cc2)c2ccccc12 : i	-6	1.3	-8	-1	1.0	0	-0.3	-2	-1

More compounds
SMILES | Rpn11 inh | Scp-1 inhibitor | LMPTP inh | NadD inh | SUMO1 PPI mod | MsrA inhibitor | STEP inh | TbMetRS inhib | CSN inh | DNMT1 inh
COC1CCCCC1NCCc1ccccc1 (stereo not drawn) | i | -7 | -0.1 | -1 | 4 | -0.6 | -1 | 0.5 | 2 | -3
Nc1ccc(CC2=NCCN2)cc1 | i | -18 | -3.8 | -1 | -8 | -1.4 | 0 | -0.1 | 1 | 57*
O=C(O)c1nn(Cc2ccc(Cl)cc2)c2ccccc12 | i | nt | -3.4 | 2 | 5 | 0.4 | -1 | 0.1 | -2 | 6
COc1ccc2c(C)c(CC(=O)N3C[C@H]4C[C@@H](C3)c3cccc(=O)n3C4)c(=O)oc2c1 | i | -4 | -0.3 | 3 | 1 | 1.8 | 1 | 0.1 | 5 | -2
O=c1[nH]c(=O)n(C2CCCCC2)c(O)c1C=NCCCn1ccnc1 | i | -2 | -3.7 | -4 | 1 | 0.0 | -4 | -0.9 | 5 | -2
COc1ccc(-n2nnnc2C(CCSC)N2CCC3(CC2)C(=O)NCN3c2ccccc2)cc1 (stereo not drawn) | i | nt | 0.3 | 4 | 4 | -0.4 | 2 | 0.5 | 1 | -10
O=C(NC(Cc1cnc[nH]1)C(=O)O)c1ccccc1 (stereo not drawn) | i | -4 | -0.7 | -3 | -2 | 0.2 | 0 | 0.8 | -6 | 2
COc1ccc(O)c(CN2CCCC(C(=O)c3sccc3C)C2)c1 (stereo not drawn) | i | -8 | 0.4 | 8 | 0 | -0.3 | -3 | -0.6 | 2 | 0
O=C(c1cc(F)ccc1F)C1CCCN(Cc2ccc3nonc3c2)C1 (stereo not drawn) | i | -3 | -2.0 | -9 | -13 | -0.6 | -5 | -1.0 | 1 | 4
COC(=O)C1=C(c2ccccc2OCc2ccccc2)C[C@@H]2CC[C@H]1N2C(=O)NCCN1CCOCC1 | i | -14 | -1.5 | -4 | 1 | -0.1 | 3 | -0.1 | -1 | -1
N#CC1c2ccccc2-n2nncc2CN1C(=O)c1ccccc1F (stereo not drawn) | i | nt | -1.8 | -3 | -1 | -1.1 | -1 | -0.1 | -9 | 7
COCCCNC(=O)c1c(N)n(Cc2ccco2)c2nc3ccccc3nc12 | i | -14 | 0.9 | 9 | 0 | 0.4 | -1 | 0.4 | -4 | -17
CCC1(C)CC(CCNCc2ccc(N(C)C)cc2)(c2ccc(F)cc2)CCO1 (stereo not drawn) | i | 2 | 0.3 | -12 | -1 | 0.1 | 2 | -0.7 | 4 | 1
O=C1C2CCN(CC2)C12CC2c1ccc(C(F)(F)F)cc1 (stereo not drawn) | i | -4 | -2.0 | 1 | 2 | 2.7 | -1 | -0.3 | -1 | -1

Two records picked at random from those above:
SMILES | Rpn11 inh | Scp-1 inhibitor | LMPTP inh | NadD inh | SUMO1 PPI mod | MsrA inhibitor | STEP inh | TbMetRS inhib | CSN inh | DNMT1 inh
N#CC1c2ccccc2-n2nncc2CN1C(=O)c1ccccc1F (stereo not drawn) | i | nt | -1.8 | -3 | -1 | -1.1 | -1 | -0.1 | -9 | 7
COCCCNC(=O)c1c(N)n(Cc2ccco2)c2nc3ccccc3nc12 | i | -14 | 0.9 | 9 | 0 | 0.4 | -1 | 0.4 | -4 | -17

Some entries already given, showing only MsrA inhibitor and LMPTP inh.
Molecule,MsrA inhibitor,LMPTP inh
COc1ccc(-n2nnnc2C(CCSC)N2CCC3(CC2)C(=O)NCN3c2ccccc2)cc1 (stereo not drawn),-0.4,0.3
O=C(NC(Cc1cnc[nH]1)C(=O)O)c1ccccc1 (stereo not drawn),0.2,-0.7
COc1ccc(O)c(CN2CCCC(C(=O)c3sccc3C)C2)c1 (stereo not drawn),-0.3,0.4
O=C(c1cc(F)ccc1F)C1CCCN(Cc2ccc3nonc3c2)C1 (stereo not drawn),-0.6,-2.0

These rows are one share of the data. The share of hits here may be higher or lower than overall.
